# Screening results from PubChem BioAssay.
# IMPase inh: cell-permeable inhibitors of inositol monophosphatase (IMPase); P97697; CHO-M1 cells, IP1 accumulation, HTRF TR-FRET ratio; inhibition (IP1 accumulation), % at 46.1 µM; 120,000 tested, under 10 active; AID 901; active = well fitted curve in the direction sought with a large enough effect in the signal ratio, not every such curve was filed as active; inconclusive = small, poorly fitted or top-dose-only effect, or a change in a side signal; inactive = no such curve, though single readings can be large or run the other way; the % refers to the signal ratio;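 also: cells stimulated with carbachol in lithium chloride buffer; plate controls were DMSO basal wells for no effect and reference inhibitor wells for full effect; higher means more IMPase inhibition seen as more IP1 and lower FRET ratio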
# Target sequence (P97697 whole entry, looked up): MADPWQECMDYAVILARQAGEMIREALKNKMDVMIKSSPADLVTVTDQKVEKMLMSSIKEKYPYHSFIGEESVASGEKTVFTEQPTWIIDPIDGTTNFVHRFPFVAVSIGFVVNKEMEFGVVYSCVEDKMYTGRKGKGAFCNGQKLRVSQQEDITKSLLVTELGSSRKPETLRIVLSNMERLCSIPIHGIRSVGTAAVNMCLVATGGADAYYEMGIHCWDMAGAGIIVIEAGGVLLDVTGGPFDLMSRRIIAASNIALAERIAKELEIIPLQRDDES
#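 Carbachol-driven Gq signalling in CHO-M1 cells (2000/well) generates IP1. Compounds that block IMPase raise IP1 and so reduce the FRET signal from Eu-anti-IP1 and d2-IP1 after a 10 min room-temperature lysis.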
# 12-hLO inh: inhibitors of human 12-lipoxygenase (ALOX12); hit rate 0.12% among 150,000; purified 12-hLO, xylenol orange hydroperoxide absorbance; P18054; Potency, µM (series often up to 57.1 µM), for inactives: at the top dose activity change, negative = inhibition, actives largely listed as inhibitors; also: potency is read from the fitted curve at half-maximal effect; nearly all actives have a fitted effect of over 55% in size; many of its hits are not listed in these tables
#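 150 nM 12hLO, 25 mM Hepes pH 7.0 + 0.01% Triton X-100; cpd preinc 15 min RT; 40 uM arachidonic acid, 30 min RT; Fe-XO 30 min; A573/A405 ratio as read-out.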
# PNC inhibitor: inhibitors of perinucleolar compartment assembly; PC3M PTB-GFP, PNC prevalence imaging, 16 h; hits give low values; activity change (PNC), negative = inhibition, % at 10 µM; AID 2417; hit rate 3.1% among 140,000;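 active = readout at or below -70, meaning at least 70% loss of cells showing the perinucleolar compartment, a nuclear body marking cancer cells; inconclusive = readout between -30 and a set limit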;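 also: plate controls were DMSO wells for no effect and camptothecin positive control wells for full effect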
#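 Read-out is percentage of cells bearing a perinucleolar compartment, from automated 20x imaging of fixed, Hoechst-stained PC3M PTB-GFP cells. Cells were seeded 4 h, then exposed 16 h to compound (23 nl of library stock) in duplicate plates.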
# 15-hLO-2 inh: 15-hLO-2 (ALOX15B) enzyme inhibition; Potency, µM (highest dose often 57.1 µM), for the others: top-dose activity change, negative = inhibition, actives largely listed as inhibitors; purified 15hLO-2, xylenol orange hydroperoxide absorbance; O15296; hit rate 0.56% among 110,000; also: potency is read from the fitted curve at half-maximal effect; nearly all actives have a fitted effect of over 60% in size; many of its hits are not listed in these tables
# Target sequence (O15296 whole entry, looked up): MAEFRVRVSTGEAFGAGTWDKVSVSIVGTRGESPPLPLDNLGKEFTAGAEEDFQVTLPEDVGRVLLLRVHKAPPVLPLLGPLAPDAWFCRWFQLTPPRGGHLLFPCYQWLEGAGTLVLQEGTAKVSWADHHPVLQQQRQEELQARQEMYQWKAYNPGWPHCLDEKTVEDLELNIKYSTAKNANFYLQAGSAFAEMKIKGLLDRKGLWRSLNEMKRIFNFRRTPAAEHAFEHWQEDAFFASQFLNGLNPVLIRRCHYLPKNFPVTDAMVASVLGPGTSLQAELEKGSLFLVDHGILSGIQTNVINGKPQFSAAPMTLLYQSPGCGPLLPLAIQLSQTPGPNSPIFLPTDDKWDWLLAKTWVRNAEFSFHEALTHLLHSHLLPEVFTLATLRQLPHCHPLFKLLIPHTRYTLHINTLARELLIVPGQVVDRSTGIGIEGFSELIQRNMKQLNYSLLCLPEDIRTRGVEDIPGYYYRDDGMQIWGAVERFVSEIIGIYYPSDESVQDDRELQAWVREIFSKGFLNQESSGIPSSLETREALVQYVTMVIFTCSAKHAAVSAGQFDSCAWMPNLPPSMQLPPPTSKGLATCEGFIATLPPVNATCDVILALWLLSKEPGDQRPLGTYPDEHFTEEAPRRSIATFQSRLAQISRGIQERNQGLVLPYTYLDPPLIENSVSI
#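 Read-out: hydroperoxide product oxidises ferrous iron, measured as xylenol orange complex via the 573-to-405 nm absorbance ratio after 30 min. Reaction: 50 nM enzyme, 15 min compound preincubation, 45 uM arachidonic acid, 90 min RT, Hepes pH 7.5 with Triton X-100.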
# * = called active by the depositor; ? = inconclusive; · = no result given; [ ] = remark or other dose. Unless noted, calls follow the shape of the dose curve; as a rule, active = well fitted curve in the direction sought with a large enough effect; inconclusive = small, poorly fitted or top-dose-only effect, or another doubt; inactive = no such curve, though single readings can be large; an effect the other way counts as inactive or inconclusive. Unless noted, % is scaled to controls: 0 for no effect and ±100 for the full control effect. A portion of the library. The share of hits here may be higher or lower than overall.
# Short forms: A = IMPase inh; B = 12-hLO inh; C = PNC inhibitor; D = 15-hLO-2 inh
1) CCc1noc2c1/C(=N\O)CC(c1ccccc1)C2 (stereo not given)
  A = 13; B = -3%; C = 19; D = -5%
2) Cc1ccc(C2C(C#N)=C(N)Oc3c2oc(CO)cc3=O)o1 (stereo not given)
  A = 6; B = -21%; C = -4; D = 5%
3) C=CCn1c(N)c(S(=O)(=O)c2cccs2)c2nc3ccccc3nc21
  A = ?; B = -16%; C = ?; D = -24%
4) O=C(c1ccc(Cl)c([N+](=O)[O-])c1)N(Cc1ccccc1)C1CCS(=O)(=O)C1 (stereo not given)
  A = 11; B = 0%; C = 21; D = ·
5) COc1ccc(C=NC(CO)C(O)c2ccc([N+](=O)[O-])cc2)cc1 (stereo not given)
  A = 1; B = ?; C = 27; D = -1%
6) O=C(/C=C/c1ccco1)Nc1ccc(Oc2ccccc2)cc1
  A = 6; B = -3%; C = ?; D = -19%
7) O=c1c2c(nc3nc(CCc4ccccc4)[nH]n13)CCC2
  A = 10; B = 1%; C = ?; D = -1%
8) COc1ccc(-c2cc(C(=O)OC(C)C(=O)Nc3c(C)n(C)n(-c4ccccc4)c3=O)c3ccccc3n2)cc1 (stereo not given)
  A = 3; B = -1%; C = -86*; D = ·
9) CSc1nnnn1-c1ccc(C(=O)OCC(=O)N2CCOCC2)cc1
  A = -12; B = 3%; C = 23; D = 2%
10) COc1ccc(CCNC(=O)Cn2cnc3c(cnn3C(C)(C)C)c2=O)cc1OC
  A = -5; B = 3%; C = ?; D = 1%
11) CC(C)C[C@H](NS(=O)(=O)c1ccc(Br)cc1)C(=O)O
  A = -1; B = 3%; C = 13; D = -6%
12) CCCOc1ccc(C2c3c(oc4cc(C)c(C)cc4c3=O)C(=O)N2CCCN(C)C)cc1 (stereo not given)
  A = ?; B = -8%; C = ?; D = ·
13) COc1ccc(CNc2ccccc2SC)cc1OC
  A = -10; B = -7%; C = -15; D = ?
14) CCOC(=O)c1c(C)[nH]c(C(=O)COC(=O)CNC(=O)c2ccc(Br)cc2)c1C
  A = 13; B = 6%; C = -4; D = ·
15) CCC(=O)Nc1cc2c(cc1C(C)=O)OCCO2
  A = 0; B = 3%; C = 128; D = ·
16) O=C(c1ccco1)N1CCN=C1SCc1cccnc1
  A = -11; B = 2%; C = 9; D = -4%
17) O=C(Nc1nc2ccc(Cl)cc2s1)c1ccco1
  A = -6; B = -4%; C = 33; D = 4%
18) CCOc1ccc(C(=O)COC(C)=O)cc1
  A = -1; B = 1%; C = 17; D = -22%
19) O=C(CN1CCOCC1)N/N=C/c1cc2ccccc2nc1Cl
  A = 11[1.84 µM]; B = 5%; C = ?; D = 9%[11.4 µM]
20) COC(=O)Cc1nnc(NC(=O)C(C)C)s1
  A = 0; B = -1%; C = ?; D = 6%
21) CC(NS(C)(=O)=O)C(c1cccs1)N1CCN(Cc2ccccc2)CC1 (stereo not given)
  A = 9; B = -2%; C = ?; D = 0%
22) O=C(N/N=C1\CCCc2c1[nH]c1ccc(Cl)cc21)c1ccncc1
  A = -3; B = -7%; C = -10; D = -29%
23) O=C(c1ccccc1NS(=O)(=O)c1ccccc1[N+](=O)[O-])N1CCOCC1
  A = -8; B = 1%; C = -8; D = ·
24) COc1ccc2c(c1)CCc1c(C(=O)Nc3c(C)n(C)n(-c4ccccc4)c3=O)noc1-2
  A = 13; B = -3%; C = ?; D = -13%
25) Cc1ccc(-c2nc(N)n(C(=O)c3cccnc3)n2)cc1
  A = 12; B = -1%; C = ?; D = 6%[2.29 µM]

# (listing goes on)
# Short forms: A = IMPase inh; B = 12-hLO inh; C = PNC inhibitor; D = 15-hLO-2 inh
26) COCc1cc(=O)n2c(-c3ccccc3OC)n[nH]c2n1
  A = 3; B = 0%; C = 26; D = 1%
27) C=CCn1c(SCC(=O)Nc2ccc(C(=O)OCC)cc2)nnc1-c1sc(N)nc1C
  A = 20; B = -4%; C = ?; D = 5%
28) CNc1cc(CSC)nc(SCc2ccc(Cl)c(Cl)c2)n1
  A = 9; B = -2%; C = 7; D = -1%
29) O=C1C2N=NN(CC(=O)N3N=C(c4cccc5ccccc45)CC3c3ccccc3)C2C(=O)N1c1ccccc1 (stereo not given)
  A = ·; B = 0%; C = -6; D = ·
30) COCCCNC(=O)COc1ccc(Cl)c(C)c1
  A = 1; B = -3%; C = ?; D = 0%
31) Nc1cccc2c1C(=O)N(C(=O)c1cccc(S(=O)(=O)N3CCCCCC3)c1)C2=O
  A = -15; B = -3%; C = -16; D = -18%
32) CCOc1ccc2nc(C)cc(C(=O)O)c2c1
  A = 6; B = 3%; C = -5; D = -3%
33) N#Cc1nc(-c2ccccc2F)oc1NCCc1ccccn1
  A = -9; B = 2%; C = 35; D = 2%
34) COC(=O)CSc1nc2sc3c(c2c(=O)n1C1CCCCC1)CCN(C)C3
  A = 9; B = -5%; C = ?; D = -1%
35) Cc1ccc(-n2c(C)cc(/C=C3\NC(=O)NC3=O)c2C)c(C)c1
  A = ·; B = -5%; C = 76; D = ·
36) O=C(NCc1cccnc1)Nc1cccc(NC(=O)NCc2cccnc2)c1
  A = -1; B = 1%; C = ?; D = 1%
37) CCc1nn(C(C)C(=O)N2CCN(Cc3ccccc3)CC2)c(=O)c2cc3occc3n12 (stereo not given)
  A = 1; B = -4%; C = -15; D = -2%
38) Cc1ccccc1/C(N)=N/OC(=O)/C=C/c1ccccc1
  A = 6; B = -6%; C = 55; D = 21%
39) O=c1c2ccccc2nc2n1CCN2Cc1ccc(Cl)cc1
  A = 8; B = -6%; C = ?; D = -5%
40) Cc1cc(C)cc(NC(=O)c2ccc(S(=O)(=O)C(F)F)cc2)c1
  A = 2; B = -3%; C = -29; D = ·
41) CCOC(=O)C(/C(C)=N/NC(=O)C1CC1c1ccccc1)C(C)C (stereo not given)
  A = ·; B = -5%; C = 24; D = ·
42) CSc1nc2nc(-c3ccccc3)cc(C(F)(F)F)n2n1
  A = 14; B = -3%; C = 24; D = -1%
43) CCOC(=O)c1sc2nc3c(cc2c1N)C(=O)CC(C)(C)C3
  A = ·; B = -3%; C = 14; D = ·
44) O=C(COC(=O)COc1ccccc1[N+](=O)[O-])NC1CCCC1
  A = ·; B = 2%; C = 4; D = ·
45) CCNc1nc(NCC)nc(-n2nc(C)cc2C)n1
  A = 3; B = 5%; C = -18; D = 35%[activator]
46) OCCN(Cc1ccccc1)CC1CCCCC1
  A = 4; B = -5%; C = -12; D = -6%
47) CCN(C(=O)CSc1nnc(-c2ccccc2Cl)n1C1CCCC1)C1CCS(=O)(=O)C1 (stereo not given)
  A = 5; B = 2%; C = 39; D = 3%
48) Cc1cccc(C)c1OCC(O)CNC(C)C (stereo not given)
  A = 1; B = 6%; C = -20; D = 19%
49) CCOc1cccc(-c2nnc3sc(-c4ccco4)nn23)c1
  A = -11; B = -4%; C = ?; D = -7%
50) COc1ccc(COC(=O)N/N=C(\C)CC(=O)Nc2c(C)cc(C)cc2C)cc1
  A = 1; B = -4%; C = -20; D = -3%

# Next part:
# Short forms: A = IMPase inh; B = 12-hLO inh; C = PNC inhibitor; D = 15-hLO-2 inh
51) Cc1cccc(C)c1NC(=O)c1ccc(-c2ccc(Cl)cc2Cl)o1
  A = 3; B = 0%; C = 31; D = -9%
52) C/C(=N\NC(=O)c1ccc(OC2CCCC2)cc1)c1ccc(C)s1
  A = -13; B = 1%; C = 24; D = -4%
53) COc1ccc(NC(=O)CC2C(=O)N(c3ccccc3)C(=O)N2CCc2cccs2)cc1 (stereo not given)
  A = ·; B = -1%; C = ?; D = ·
54) Cc1cc(C2C(=O)CC(=O)CC2c2ccccc2)on1 (stereo not given)
  A = ?; B = ?; C = -17; D = -24%
55) CC1=C(CC(=O)c2ccc(Cl)cc2)C(=O)c2ccccc2C1=O
  A = -6; B = -20%; C = -19; D = -22%
56) O=c1cc(N2CCNCC2)oc2c(-c3ccccc3)cccc12
  A = ·; B = 2%[0.00818 µM]; C = ·; D = 13%[0.0915 µM]
57) CC(=O)N1Cc2ccccc2C(C)CC12CCCC2 (stereo not given)
  A = 12; B = 0%; C = -15; D = ·
58) Nc1ccn([C@@H]2O[C@H](CO)[C@@H](O)[C@H]2O)c(=O)n1
  A = -3; B = -1%; C = ·; D = -2%
59) O=C1/C(=C\c2cccs2)N=C(c2cccs2)N1Nc1ccccc1
  A = -2; B = -16%; C = 15; D = ?
60) CC1Cc2nc(SCC(=O)Nc3nccs3)n(Cc3ccccc3)c(=O)c2S1 (stereo not given)
  A = -3; B = 0%; C = 21; D = ·
61) O=C(CSc1nnc(NC2CCCCC2)s1)NC1CCS(=O)(=O)C1 (stereo not given)
  A = -7; B = -5%; C = ?; D = 5%
62) CCCC(O)C(CC)CO (stereo not given)
  A = ·; B = -3%; C = ·; D = -5%
63) O=C1C(Cl)=C(Nc2ccccc2O)C(=O)N1CCc1ccccc1
  A = ·; B = -23%; C = ?; D = ·
64) CN(C)CCOC(=O)C12CC3CC(CC(C3)C1)C2
  A = 7; B = 7%; C = ?; D = 10%
65) Cc1nc(Nc2ccccc2)sc1-c1ccccc1
  A = 10; B = -9%; C = 218; D = ·
66) COc1cc(/C=N/NC(=S)NCc2ccccc2)ccc1OCC#N
  A = ·; B = -5%; C = 28; D = ·
67) CC(=O)NC(Cc1ccccc1)C(=O)OCC(=O)c1ccc(Cl)cc1 (stereo not given)
  A = ·; B = -2%; C = 16; D = ·
68) Cc1cc(=O)n2c(C)n[nH]c2n1
  A = -4; B = 0%; C = 26; D = -5%
69) COc1cc(/C=N/NC(=O)c2cc(C34CC5CC(CC(C5)C3)C4)[nH]n2)ccc1O
  A = 3; B = -11%; C = ?; D = 25%
70) O=C(C1CCCO1)N1CCN(C(=S)Nc2cccc(Cl)c2)CC1 (stereo not given)
  A = ·; B = 3%; C = ?; D = ·
71) O=C(NCC1CCCO1)c1ccccn1 (stereo not given)
  A = 1; B = -5%; C = 25; D = ·
72) Cc1ccccc1Nc1nnc(SCC(=O)NCc2cccs2)s1
  A = -8; B = -3%; C = -24; D = ·
73) Cc1ccc(NC(=O)c2ccco2)c(NC(=O)Cc2cccs2)c1
  A = 2; B = 8%; C = ?; D = 0%
74) Brc1ccc(-c2csc(-c3c[nH]c4ccccc34)n2)cc1
  A = ?; B = -18%; C = ?; D = 10%
75) CCOCCCn1c(=NC(C)=O)c(C(=O)OCC)cc2c(=O)n3ccccc3nc21
  A = -13; B = -5%; C = 32; D = -12%
76) Cc1nnc2n1NC(c1ccc(Cl)cc1)C(C(=O)N(C)C1CCCCC1)S2 (stereo not given)
  A = -13; B = -4%; C = 16; D = 1%

# Entries shown so far that contain a thiophene ring, fused or not, in the order listed:
# Short forms: A = IMPase inh; B = 12-hLO inh; C = PNC inhibitor; D = 15-hLO-2 inh
3) C=CCn1c(N)c(S(=O)(=O)c2cccs2)c2nc3ccccc3nc21
  A = ?; B = -16%; C = ?; D = -24%
21) CC(NS(C)(=O)=O)C(c1cccs1)N1CCN(Cc2ccccc2)CC1 (stereo not given)
  A = 9; B = -2%; C = ?; D = 0%
34) COC(=O)CSc1nc2sc3c(c2c(=O)n1C1CCCCC1)CCN(C)C3
  A = 9; B = -5%; C = ?; D = -1%
43) CCOC(=O)c1sc2nc3c(cc2c1N)C(=O)CC(C)(C)C3
  A = ·; B = -3%; C = 14; D = ·
52) C/C(=N\NC(=O)c1ccc(OC2CCCC2)cc1)c1ccc(C)s1
  A = -13; B = 1%; C = 24; D = -4%
53) COc1ccc(NC(=O)CC2C(=O)N(c3ccccc3)C(=O)N2CCc2cccs2)cc1 (stereo not given)
  A = ·; B = -1%; C = ?; D = ·
59) O=C1/C(=C\c2cccs2)N=C(c2cccs2)N1Nc1ccccc1
  A = -2; B = -16%; C = 15; D = ?
72) Cc1ccccc1Nc1nnc(SCC(=O)NCc2cccs2)s1
  A = -8; B = -3%; C = -24; D = ·
73) Cc1ccc(NC(=O)c2ccco2)c(NC(=O)Cc2cccs2)c1
  A = 2; B = 8%; C = ?; D = 0%
